Source: PubChem
FEN1 inh – human FEN1 inhibition. P39748. Recombinant FEN1 flap cleavage, fluorescence, 15 min. 390,000 tested, 0.35% active. Potency, µM (series often up to 114 µM), without a hit: at the top dose activity change, negative = inhibition, actives largely listed as inhibitors; further: nearly all actives have a fitted effect of over 65% in size
Target sequence (P39748 whole entry, looked up): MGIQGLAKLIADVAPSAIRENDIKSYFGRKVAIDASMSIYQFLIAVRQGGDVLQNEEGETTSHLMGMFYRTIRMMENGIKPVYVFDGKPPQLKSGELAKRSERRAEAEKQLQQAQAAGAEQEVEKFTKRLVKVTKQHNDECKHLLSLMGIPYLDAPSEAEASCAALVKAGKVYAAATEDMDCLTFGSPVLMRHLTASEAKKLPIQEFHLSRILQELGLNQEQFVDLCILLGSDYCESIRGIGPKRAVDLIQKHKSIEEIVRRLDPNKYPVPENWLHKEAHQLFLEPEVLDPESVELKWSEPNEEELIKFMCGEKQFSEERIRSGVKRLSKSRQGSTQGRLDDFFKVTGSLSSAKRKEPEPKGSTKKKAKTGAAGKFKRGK
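Quantitative HTS format: each compound was titrated, incubated with 10 nM nuclease for 15 min at room temperature, then challenged with flap substrate at 50 nM final. Signal change over 15 min gave concentration–effect curves.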
N370S GC mod – inhibits or activates N370S mutant glucocerebrosidase | 330,000 tested, 0.092% active | P04062 | AID 2101 | Potency, µM (titrated, usually from 59.4 µM), for the others: at the highest dose activity change, negative = inhibition, most hits filed as inhibitors | N370S GC spleen homogenate, 4MU-glucoside fluorescence;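 further: 0% = full enzyme activity and -100% = no enzyme basal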
TDP1 cell CPT – DT40-hTDP1 cell growth loss with CPT; chicken DT40 Tdp1-/-;hTDP1 cells + 20 nM CPT, ATP luminescence, 48 h; Potency, µM (series often up to 46.2 µM), for inactives: top-dose activity change, negative = growth inhibition, usual class: inhibitors; 420,000 tested, 12% active; AID 686979; further: nearly all actives have a fitted effect of over 55% in size
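Cell growth measured by CellTiter-Glo luminescence after a minimum 48 h, 37 C compound exposure with 20 nM CPT in Tdp1-knockout DT40 cells stably expressing hTDP1, seeded 400/well; qHTS titration format.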
Active calls of the source: *; ? = inconclusive; / = not tested or not shown; & = joins results of further samples. The call rests on the fitted dose curve; in most records, active means well fitted curve in the direction sought with a large enough effect; inconclusive means small, poorly fitted or top-dose-only effect, or another doubt; inactive means no such curve, though single readings can be large; an effect the other way counts as inactive or inconclusive. Unless noted, on the % scale 0 is the no-effect control and ±100 the full control effect; potency means the concentration at half of the fitted maximal effect. These rows are one share of the data (hit frequency here may not be typical).

SMILES	FEN1 inh	N370S GC mod	TDP1 cell CPT
COc1ccccc1CC(=O)N1CCC(n2nccc2NC(=O)C2CCOC2)CC1 (configuration not stated)	0%	-10%	-2%
Cc1ccc(-c2nc(CN(C)Cc3cccc4cnccc34)c(C)o2)s1	9%	-12%	?
COc1ccccc1OCC(=O)NC1CC(C)(C)NC(C)(C)C1	2%	-3%	8%
CN(C)C(=O)CCc1nc(-c2ccc(C(C)(C)C)cc2)no1	-6%	25%	16µM*
Cc1ccc(C(=O)CN(C(=O)c2ccc(Cl)c(Cl)c2)N2C(=O)C3CCCCC3C2=O)cc1C (configuration not stated)	-10%	4%	-19%
CC(C)(C)c1ccc(C(=O)Nc2ccc(NC(=O)C(=O)O)cc2)o1	2%	4%	-3%
CCC(=O)N1c2ccc(S(=O)(=O)CCC(=O)NCc3cccs3)cc2CC1C (configuration not stated)	-2%	/	?
CCCNC(=O)Nc1nnc(C2CC2)s1	-2%	-5%	-3%
Cc1ccc(NC(=O)CN2C(=O)NC(C)(c3ccc(Cl)cc3)C2=O)c(Br)c1 (configuration not stated)	1%	-9%	-19%
CCO[C@@H]1OC(C(=O)Nc2ccccc2)=C[C@H](c2ccc(C(F)(F)F)cc2)[C@H]1CCCO	-24%	-7%	?
CCOc1ccc(-c2nc(-c3ccc(OC)cc3)no2)cc1OCC	0%	-11%	1%
CCN(c1cccc(C)c1)S(=O)(=O)c1nnc(NC(=O)c2ccccc2Cl)s1	13%	/	?
CCc1nn2c(=O)cc(COC(=O)c3ccccc3NC(=O)COc3ccc(C)c(C)c3)nc2s1	5%	/	5.2µM*
Cc1cc(O)c(C=Nc2ccc(Cl)cn2)c(=O)o1	-10%	/	-4%
CN(CC(=O)Nc1ccccc1C(=O)NC1CC1)Cc1ccco1	20%	/	-3%
Cc1nn(-c2ccc(N3CCCCC3)nn2)c(C)c1CCC(=O)Nc1ccccc1F	-12%	-15%	?
CN(C(=O)CCc1nnc(CCCCc2ccccc2)o1)C1CCOCC1	4%	-23%	-13%
Cc1nc(-n2nc(C)c(Cc3ccc4c(c3)OCO4)c2C)sc1C(=O)Nc1cccc(Cl)c1	10%	/	?
COC(=O)C1=C(NC(C)=O)CCS1	-5%	2%	8%
CCN(CC(=O)Nc1ccc(NC(C)=O)cc1)C(=O)CSc1ncnc2sc(C)c(C)c12	-29%	-2%	-15%
CCn1c(=O)c(=O)[nH]c2cc(C(=O)NC(C)c3ccc(S(N)(=O)=O)cc3)ccc21 (configuration not stated)	-4%	-6%	4%
Cc1nn(C)c(C)c1CN(C)C(=O)C1CCC(=O)N(C2CCCCCC2)C1 (configuration not stated)	0%	-5%	-5%
CCOC(=O)c1c(C)[nH]c(C(=O)CSc2nnc(-c3ccncc3)n2CC)c1C	-4%	-19%	-2%
CCN(C[C@H]1N[C@@](C)(C(=O)OC)[C@H]2C(=O)N(C)C(=O)[C@@H]12)S(=O)(=O)c1ccc(OC)cc1	-3%	/	-4%
Cc1ccc(Cl)cc1-n1ncc2c(NCCCc3ccccc3)ncnc21	-12%	/	7.3µM*

In a second layout: five of the compounds above
SMILES,FEN1 inh,N370S GC mod,TDP1 cell CPT
Cc1cc(O)c(C=Nc2ccc(Cl)cn2)c(=O)o1,-10%,/,-4%
CCO[C@@H]1OC(C(=O)Nc2ccccc2)=C[C@H](c2ccc(C(F)(F)F)cc2)[C@H]1CCCO,-24%,-7%,?
CCC(=O)N1c2ccc(S(=O)(=O)CCC(=O)NCc3cccs3)cc2CC1C (configuration not stated),-2%,/,?
CCCNC(=O)Nc1nnc(C2CC2)s1,-2%,-5%,-3%
CN(C)C(=O)CCc1nc(-c2ccc(C(C)(C)C)cc2)no1,-6%,25%,16µM*

Going on with the list:
SMILES	FEN1 inh	N370S GC mod	TDP1 cell CPT
Cc1ccc(SCC(c2ccccc2)N2CCN(C)CCC2=O)cc1 (configuration not stated)	-11%	-9%	/
CC(C)CNC(=O)c1ccccc1NC(=O)c1ccc(CSc2ccccc2)cc1	-3%	23%	?
O=C(O)C1CCCN1S(=O)(=O)c1ccc(Br)s1 (configuration not stated) (tested in a mixture with another compound)	18%	24%	3%
Cc1nonc1NC(=O)CSc1nc(CCC2CCCC2)nc2ccccc12	16%	30%	-20%
CC(C)(C)C(=O)Nc1ccccc1C(=O)NCc1ccco1	-1%	-14%	-19%
Cc1ccn(-c2cc(O)c(-n3ccc(C)n3)cc2O)n1	-2%	-6%	-5%
CCOc1ccc(CNC(=O)CCC(=O)n2nc(C)c3ccccc32)cc1	13%	?	-6%
Cc1cccc(N2NC(=O)/C(=C/c3ccc(-c4ccc(Cl)c(C(=O)O)c4)o3)C2=O)c1	?	0%	21%
Nc1nc(-c2ccc(S(=O)(=O)N3CCCCC3)cc2)cs1	7%	/	?
CC(C)(C)OC(=O)C[C@H]1C/C=C\C[C@H](CC(=O)N(CCO)Cc2ccccc2)C(=O)N[C@H](C(C)(C)C)COC1=O	-6%	/	29µM*
CC1(C)C2CCC(C2)C1(C)NC(=O)CN1CCN(Cc2ccccc2)CC1 (configuration not stated)	-2%	-6%	?
CCN(CC)C(=O)CS(=O)(=O)CC(=O)Nc1cc(OCCOC)c(Cl)cc1Cl	8%	-3%	-14%
O=C(CN1C(=O)C2CC=CCC2C1=O)Nc1cc(C(F)(F)F)ccc1N1CCCC1 (configuration not stated)	-6%	-15%	-6%
COc1ccccc1CNc1ccc(-c2nc(-c3cccnc3)no2)cc1[N+](=O)[O-]	1%	/	?
Cc1ccc(N2C(=O)N(CC(=O)Nc3ccc([N+](=O)[O-])cc3)C(=O)C2C)cc1 (configuration not stated)	2%	-14%	-21%
O=C(c1ccccn1)N1CCN(S(=O)(=O)c2ccccc2)CC1	5%	6%	-21%
COc1cc(C(C)=O)ccc1Oc1ncnc2c1cnn2-c1ccc(F)cc1	-12%	3%	?
O=S(=O)(NCC1CCN(Cc2ccccc2)CC1)c1ccccc1C(F)(F)F	1%	-6%	1%
CC(=O)Nc1cccc(-c2nc3ccccc3s2)c1C	-3%	3%	2%
Cc1ccc(CNC(=O)C2CCN(S(=O)(=O)c3ccc4c(c3)CC(C)N4C(=O)C3CCC3)CC2)o1 (configuration not stated)	-1%	-9%	?
CC(=O)N1CCN(c2ccc(NC(=O)c3ccccc3Br)cc2Cl)CC1	14%	?	?
O=C(NNc1nc(-c2ccccc2)c2cc(Br)ccc2n1)c1ccc(S(=O)(=O)N2CCCCC2)cc1	11%	-21%	?
CC(C)(C)NC(=O)Cc1ccc(S(=O)(=O)N2CCCC2)s1	-8%	-4%	6%
CC1(c2ccccc2)NC(=O)N(CC(=O)Nc2ccc3c(c2)OCO3)C1=O (configuration not stated)	-8%	20%	-13%
CCOc1ccc(CCNC(=O)CCC(=O)c2cccs2)cc1OCC	-6%	/	0%

Some entries already given, showing only TDP1 cell CPT and FEN1 inh:
| smiles | TDP1 cell CPT | FEN1 inh |
| --- | --- | --- |
| CCOc1ccc(CNC(=O)CCC(=O)n2nc(C)c3ccccc32)cc1 | -6% | 13% |
| Cc1cccc(N2NC(=O)/C(=C/c3ccc(-c4ccc(Cl)c(C(=O)O)c4)o3)C2=O)c1 | 21% | ? |

Following part:
SMILES	FEN1 inh	N370S GC mod	TDP1 cell CPT
Cc1ccc(Cl)cc1NC(=O)CC1NC2CCCCC2NC1=O (configuration not stated)	7%	0%	-4%
Cc1ccc(NC(=O)C2CCN(C(=O)c3cccs3)CC2)c(C)c1	1%	-2%	-11%
CCOc1ccc2nc(SCC(=O)NCc3ccc(OC)cc3)[nH]c2c1	0%	-19%	?
Cc1cnc(NC(=O)c2ccc(Cl)nc2)s1	16%	-2%	-19%
CCOC(=O)C1(Cc2cccc(OC)c2)CCN(Cc2cccn2-c2ccccn2)CC1	-2%	-2%	-25%
O=C(COC(=O)/C=C/c1ccco1)Nc1ncc(C(F)(F)F)cc1Cl	14%	-3%	-8%
COc1cccc(NC(=O)COC(=O)c2ccccc2F)c1	-5%	-13%	-11%
Cc1ccc(Cl)cc1N1CCN(S(=O)(=O)c2cn(C)c(C)n2)CC1	-2%	/	-20%
CCOC(=O)c1c(NC(=O)C(C)Sc2cn(CCNC(=O)c3c(F)cccc3F)c3ccccc23)sc2c1CCC2 (configuration not stated)	-3%	/	21µM*
COc1ccc(OC)c(CNC(=O)CCc2c(C)nc3c(c2C)c(=O)n(C)c(=O)n3C)c1	7%	/	-23%
CC1CCCC/C1=N\NC(=S)NCCc1ccccc1 (configuration not stated)	12%	-15%	?
CC1CCCCN1CC(=O)Nc1ccccc1Sc1ccccc1 (configuration not stated)	-1%	0%	?
COc1ccc(C(=O)CSc2ccc(-c3ccccc3)nn2)cc1	-6%	2%	?
Cc1ccccc1CNC(=O)CCC(=O)N1CC2CCCN2c2ccccc21 (configuration not stated)	-16%	/	18µM*
COc1ccccc1-c1coc2cc(OCC(=O)OCc3ccccc3)ccc2c1=O	-9%	10%	0%
O=C(CCn1cnnn1)Nc1cccc(F)c1	5%	-5%	3%
CCN(CC)S(=O)(=O)c1ccc2c(c1)N(CC(=O)N1CCC(C(N)=O)CC1)C(=O)CO2	21%	-1%	21%
CCN(CC)C(=O)CCNS(=O)(=O)c1ccc(C)cc1	-3%	8%	-1%
CCN1CCN(C(=O)c2cc3c(s2)-c2c(C)cccc2OC3)CC1	-12%	?	?
O=C(Nc1ccccc1)Nc1cccc2cccnc12	-23%	9%	2%
COc1cc(C(=O)N2CCN(c3ccccc3O)CC2)ccc1OCC(=O)N1CCOCC1	16%	/	-17%
CC1=NN(C(C)C)C(=O)C1	-12%	?	-5%
CCN(CC)C(=O)CSc1nc(-c2ccc(C)cc2)nc2c1COC(C)(C)C2	-6%	10%	-23%
Cc1ccc(S(=O)(=O)/N=C(\CCl)N2CCOCC2)cc1	1%	8%	15µM*
CN1CCN(c2nc3c(c(=O)[nH]c(=O)n3C)n2Cc2ccc(Cl)cc2)CC1	18%	-1%	-6%

Next records follow.
SMILES	FEN1 inh	N370S GC mod	TDP1 cell CPT
CCN(CC(=O)Nc1c(F)cccc1F)C(=O)/C=C/c1ccc2c(c1)OCO2	1%	9%	-47%
COc1cc(NC(=O)CSc2ncccc2C(=O)OC(C)C)cc(OC)c1	-2%&20%	24%	?
O=C(Nc1ccc(C(F)(F)F)cn1)Nc1cccs1	-3%	7%	1%
COc1ccc2cc(C(=O)Nc3c(C)n(C)n(-c4ccccc4)c3=O)sc(=O)c2c1OC	21%	-7%	6%
CCCCOc1ccc(C(=O)N/N=C/c2cn[nH]c2-c2ccc(OC)c(OC)c2)cc1	-19%	?	?
Cc1ccc(S(=O)(=O)Nc2ccc(-c3nnc(SCC#N)n3C)cc2)cc1	-11%	-8%	-2%
O=C(COC(=O)c1ccc(Cl)nc1)NC(=O)c1ccccc1	0%	-1%	6%
Cc1nnc(SCC(=O)NC2CCCCC2)n(N)c1=O	-17%	3%	15%
Cc1ccc2cn[nH]c2c1NC(N)=S	3%	-1%	14%
CN1CCN(c2ccc(NS(=O)(=O)c3ccc(Cl)cc3)cn2)CC1	9%	6%	-6%
Cc1csc(SCC(=O)Nc2nc(-c3ccccc3)cs2)n1	-16%	24%	?
Cc1cc2c(SCC(=O)N3CCN(c4ccccc4)CC3)ncnc2s1	6%	-4%	?
CC(C)c1cnc2c(c1SCC(=O)Nc1ccc(C(N)=O)cc1)c(=O)n(C)c(=O)n2C	14%	/	-28%
COc1ccc(N2C(=O)c3ccccc3C2O)cc1 (configuration not stated)	7%	3%	-20%
CCC1=NN(C(=O)Cc2ccc(OC)c(OC)c2)C(O)(C(F)(F)F)C1 (configuration not stated)	1%	-6%	-5%
CC1(C(=O)O)CCC(C(=O)NNC(=O)c2ccccc2O)C1(C)C (configuration not stated)	17%	-4%	2%
CCC(N)(C(=O)O)c1ccc(C(=O)O)cc1 (configuration not stated)	/	6%	?
O=C(Cc1ccccc1)NC1CCN(S(=O)(=O)c2cccc(F)c2)CC1	-1%	3%	-14%
Cc1c(C(=O)N(C)c2cccc(C(F)(F)F)c2)sc2nc3n(c(=O)c12)CCCCC3	16%	/	?
COc1ccccc1C1=Nn2c(nc3sc(C(=O)Nc4ccccc4Cl)c(C)c3c2=O)SC1	-15%	/	?
COc1ccc(NC(=O)CS(=O)CC(=O)N2CCN(C3CCCC3)CC2)cc1 (configuration not stated)	12%	2%	18%
Cn1c(SCC2CCCO2)nnc1-c1ccncc1 (configuration not stated)	-8%	-8%	-2%
CCN1CCC(NC(=O)Nc2ccccc2C(=O)OC)CC1	-9%	-2%	-5%
COc1ccccc1/C=N\NC(=O)c1ccc(COc2ccc(C)c(C)c2)o1	-5%	/	-1%

A different layout for some results above:
> COc1ccccc1C1=Nn2c(nc3sc(C(=O)Nc4ccccc4Cl)c(C)c3c2=O)SC1
- FEN1 inh: -15%
- N370S GC mod: /
- TDP1 cell CPT: ?

> COc1ccc(NC(=O)CS(=O)CC(=O)N2CCN(C3CCCC3)CC2)cc1 (configuration not stated)
- FEN1 inh: 12%
- N370S GC mod: 2%
- TDP1 cell CPT: 18%

> Cn1c(SCC2CCCO2)nnc1-c1ccncc1 (configuration not stated)
- FEN1 inh: -8%
- N370S GC mod: -8%
- TDP1 cell CPT: -2%

> CCN1CCC(NC(=O)Nc2ccccc2C(=O)OC)CC1
- FEN1 inh: -9%
- N370S GC mod: -2%
- TDP1 cell CPT: -5%
